Compound activity as filed in PubChem BioAssay.
Apaf-1 inh: inhibitors of human Apaf-1 apoptosome. O14727. reconstituted apoptosome caspase-3 activity, DEVD-Rh110 fluorescence. inhibition, % at 20 µM. actives 0.71% (n = 330,000). AID 489030; active means inhibition of at least 40% at 20 µM;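 further: plate controls were DMSO wells for no effect and DEVD-CHO caspase inhibitor wells for full effect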
Target sequence (O14727 whole entry, looked up): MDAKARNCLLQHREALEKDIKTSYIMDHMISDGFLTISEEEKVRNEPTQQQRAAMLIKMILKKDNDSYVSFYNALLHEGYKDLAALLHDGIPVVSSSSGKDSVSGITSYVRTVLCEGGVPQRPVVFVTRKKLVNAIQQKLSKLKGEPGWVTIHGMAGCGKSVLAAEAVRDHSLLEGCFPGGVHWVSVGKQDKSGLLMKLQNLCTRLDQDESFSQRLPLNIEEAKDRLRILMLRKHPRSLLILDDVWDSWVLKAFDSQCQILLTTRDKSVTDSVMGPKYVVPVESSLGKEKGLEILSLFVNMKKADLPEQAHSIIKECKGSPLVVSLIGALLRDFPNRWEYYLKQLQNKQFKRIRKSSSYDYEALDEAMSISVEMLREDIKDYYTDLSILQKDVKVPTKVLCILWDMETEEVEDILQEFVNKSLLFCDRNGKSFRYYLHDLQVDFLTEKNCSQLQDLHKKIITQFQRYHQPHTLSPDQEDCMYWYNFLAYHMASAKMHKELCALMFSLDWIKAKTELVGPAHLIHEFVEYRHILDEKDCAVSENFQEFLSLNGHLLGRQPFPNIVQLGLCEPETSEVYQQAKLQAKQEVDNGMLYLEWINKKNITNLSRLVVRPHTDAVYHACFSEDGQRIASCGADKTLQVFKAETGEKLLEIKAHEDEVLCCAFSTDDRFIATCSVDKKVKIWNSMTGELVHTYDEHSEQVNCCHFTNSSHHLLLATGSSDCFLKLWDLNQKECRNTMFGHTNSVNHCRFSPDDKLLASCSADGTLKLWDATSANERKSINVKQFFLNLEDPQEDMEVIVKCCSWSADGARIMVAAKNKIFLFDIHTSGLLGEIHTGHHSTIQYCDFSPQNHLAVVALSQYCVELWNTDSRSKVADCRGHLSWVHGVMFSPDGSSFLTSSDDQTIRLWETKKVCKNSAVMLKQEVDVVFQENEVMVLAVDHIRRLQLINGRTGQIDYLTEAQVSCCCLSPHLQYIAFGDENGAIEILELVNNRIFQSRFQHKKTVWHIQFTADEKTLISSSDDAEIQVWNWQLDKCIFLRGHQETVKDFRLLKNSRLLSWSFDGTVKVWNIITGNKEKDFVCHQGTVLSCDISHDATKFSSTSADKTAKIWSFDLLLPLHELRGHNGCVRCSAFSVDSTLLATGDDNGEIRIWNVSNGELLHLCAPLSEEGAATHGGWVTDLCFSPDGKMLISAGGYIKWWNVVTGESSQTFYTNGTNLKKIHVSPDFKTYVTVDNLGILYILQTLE
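System – cell-free apoptosome with Apaf-1, procaspase-3 and caspase-9 · Buffer or medium – pH 7.5 Hepes buffer with CHAPS, BSA, DTT · Also added – cytochrome c with DEVD-Rh110 · Times – 30 min compound preincubation, 50 min activation, room temperature · Technique – Rh110 fluorescence intensity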
SENP1 inh: inhibitors of human SENP1 SUMO protease catalytic domain. recombinant SENP1 catalytic domain, CyPet-SUMO1-YPet FRET cleavage. inhibition, % at 10 µM. actives 0.21% (n = 360,000). AID 624204;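 active means inhibition at least 30% at 10 µM, raw YFP signal under a set limit, fluorescence ratio 0.5 to 1.5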;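 further: 0% = enzyme with DMSO and 100% = no enzyme wells; some results filed as inactive read as strong as hits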
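System: Recombinant human SENP1 catalytic domain, His6-tagged | Incubation: Enzyme reaction for 50 min at room temperature, dark | Medium: Tris pH 8 with BME, BSA, NP40 and catalase | Also added: 25 nM SUMO1 FRET substrate | Compound: 10 µM single point, 0.5% DMSO | Measured by: FRET fluorescence in CFP and YFP emission channels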
SENP7 inh: SENP7 protease inhibition | Q9BQF6 | actives 1.5% (n = 330,000) | AID 434973 | inhibition, % at 5 µM | recombinant SENP7, Z-RLRGG-aminoluciferin luminescence, 40 min;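 active means inhibition above about 50% at the single test dose, limit read from the data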;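 further: plate controls were DMSO with enzyme for no effect and no enzyme buffer wells for full effect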
SENP8 block-1: blocks human SENP8 cleavage of Nedd8 substrate; Q96LD8; recombinant SENP8, Nedd8 substrate fluorescence; inhibition, % at 20 µM; actives 0.64% (n = 360,000); AID 602440; in the data active means inhibition mostly above about 40%, no sharp cut-off; inactive means mostly below about 27%
SENP8 block-2: blocks the human protease SENP8 | Q96LD8 | purified SENP8, Z-RLRGG-aminoluciferin cleavage, luminescence | inhibition, % at 10 µM | actives 1.2% (n = 330,000) | AID 2540; in the data active means inhibition above about 50%
SENP6 inh: blocks the human protease SENP6; Q9GZR1; Recombinant SENP6 catalytic domain, aminoluciferin luminescence; inhibition, % at 10 µM; actives 1.8% (n = 330,000);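 active means inhibition above about 50% at the single tested dose, limit read from the data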;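 further: plate controls were DMSO wells with enzyme for no effect and DMSO wells lacking enzyme for full effect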
UBC13 inh: blocks human UBC13 polyubiquitin chain formation; P61088; TR-FRET; inhibition, % at 20 µM; actives 0.47% (n = 330,000); AID 485273; in the data active means inhibition above about 45%, passing the limit was not always enough
APOBEC3G inh: blocks human APOBEC3G single-stranded DNA deamination; Q9HC16; recombinant A3G, ssDNA deamination FAM/TAMRA fluorescence; inhibition, % at 20 µM; actives 0.28% (n = 330,000); AID 493012;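 active means inhibition of at least 40% at 20 µM, with no more than 30% in the related APOBEC3A deaminase screen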;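 further: plate controls were DMSO wells with A3G for no effect and wells lacking A3G enzyme for full effect; some compounds called inactive have numbers as strong as hits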
* marks the source's active call; other numbers are inactive results; · = not tested or not shown.

SMILES | Apaf-1 inh | SENP1 inh | SENP7 inh | SENP8 block-1 | SENP8 block-2 | SENP6 inh | UBC13 inh | APOBEC3G inh
CN(CCOc1ccccc1)C(=O)c1ccc(F)c(S(=O)(=O)N2CCOCC2)c1 | 23 | 2 | -1 | 3 | 2 | -4 | 13 | -9
O=C(CSc1nc(C2CCCCC2)n(-c2ccccc2)n1)NCC(F)(F)F | -1 | 1 | -1 | 10 | -3 | 17 | 3 | -6
Cc1onc(-c2ccccc2Cl)c1C(=O)Nc1ccc(S(=O)(=O)Nc2nccs2)cc1 | 8 | 0 | 4 | -5 | 7 | -5 | -5 | -1
O=C(Cc1ccc(Cl)cc1Cl)OCC(=O)N1CCN(C(=O)c2ccco2)CC1 | -3 | 1 | -7 | 12 | 0 | 5 | -15 | -3
O=C(N/N=C\c1ccccc1)c1cccc(C(=O)N/N=C\c2ccccc2)n1 | 5 | 1 | 1 | 6 | 7 | -4 | -1 | -15
CCC(C(=O)Nc1cccc(C(=O)O)c1)c1ccccc1 (stereo unspecified) | -11 | 3 | 4 | -2 | 2 | -8 | 0 | -5
CC(CCc1ccccc1)NC(=O)/C=C/c1ccccc1 (stereo unspecified) | 10 | 1 | 9 | 8 | -8 | -10 | -1 | 7
CSCCC1NC(=O)N(CC(=O)Nc2cccc(S(=O)(=O)N3CCCCCC3)c2)C1=O (stereo unspecified) | 5 | -1 | -1 | 9 | 2 | -13 | 16 | -6
CCCS(=O)(=O)N1CCc2cc(OC)c(OC)cc2C1 | 0 | -4 | -7 | -22 | -8 | -12 | 4 | -4
COc1ccc(-c2noc(CNC(=O)c3ccoc3C)n2)cc1OC | 7 | -1 | 6 | 7 | -2 | -15 | 3 | -7
CCN(CC)S(=O)(=O)c1ccc(C)c(NC(=O)CN2CCN(C)CC2)c1 | -27 | -1 | -5 | 14 | -6 | -15 | 18 | -7
O=C(CSc1nnc(-c2ccccc2F)o1)NC1CC1 | 4 | -1 | -5 | 30 | -10 | -6 | -17 | -3
CSCC(C)N1CCC(N2CCC(C(=O)NCc3ccccn3)CC2)CC1 (stereo unspecified) | 10 | -51 | 6 | 7 | 3 | -8 | 3 | -6
CCN(CC)C(=O)CCCC(=O)N(CC)CC | -4 | 0 | -7 | 0 | -7 | -9 | -6 | -3
O=[N+]([O-])c1cc(Cl)ccc1Sc1cccc2cccnc12 | -6 | 3 | 4 | 20 | -2 | -5 | 4 | -7

Record cards, as listed above. Values in the order: Apaf-1 inh, SENP1 inh, SENP7 inh, SENP8 block-1, SENP8 block-2, SENP6 inh, UBC13 inh, APOBEC3G inh
Profile of CCN(CC)C(=O)CCCC(=O)N(CC)CC = -4, 0, -7, 0, -7, -9, -6, -3
Profile of CCCS(=O)(=O)N1CCc2cc(OC)c(OC)cc2C1 = 0, -4, -7, -22, -8, -12, 4, -4
Profile of O=[N+]([O-])c1cc(Cl)ccc1Sc1cccc2cccnc12 = -6, 3, 4, 20, -2, -5, 4, -7
Profile of CCC(C(=O)Nc1cccc(C(=O)O)c1)c1ccccc1 (stereo unspecified) = -11, 3, 4, -2, 2, -8, 0, -5
Profile of O=C(N/N=C\c1ccccc1)c1cccc(C(=O)N/N=C\c2ccccc2)n1 = 5, 1, 1, 6, 7, -4, -1, -15

Some entries already given, reduced to SENP7 inh.
Structure | SENP7 inh
O=C(CSc1nc(C2CCCCC2)n(-c2ccccc2)n1)NCC(F)(F)F | -1
Cc1onc(-c2ccccc2Cl)c1C(=O)Nc1ccc(S(=O)(=O)Nc2nccs2)cc1 | 4

Carrying on:
SMILES | Apaf-1 inh | SENP1 inh | SENP7 inh | SENP8 block-1 | SENP8 block-2 | SENP6 inh | UBC13 inh | APOBEC3G inh
COc1ccc(C(=O)c2cnc(C(C)C)n2C)cc1 | -14 | 1 | -16 | 21 | -8 | 4 | -6 | -3
CN(C)c1ccc(N=Nc2cccc3ccoc23)cc1 | 16 | 5 | 90* | 24 | 84* | 86* | -231 | -1
CSc1sc(C(=O)NN)c2c1C(O)CCC2 (stereo unspecified) | 1 | 0 | -6 | -14 | 1 | -8 | 7 | -10
CCN1C(=O)NC2C1N(S(C)(=O)=O)CCN2S(C)(=O)=O (stereo unspecified) | -3 | 2 | 8 | 15 | 0 | -6 | 3 | -4
Cc1ccc(CS(=O)(=O)CCC(=O)O)cc1 | 3 | 3 | 0 | 20 | -5 | -11 | 13 | -12
COc1ccc(NC(=O)c2ccc3c(=O)n(-c4ccc(OC)cc4OC)c(=S)[nH]c3c2)c(OC)c1 | 4 | -1 | 7 | 20 | 9 | -17 | -3 | -15
COc1ccc(C(=O)c2c(O)cc(-c3ccc(OC)cc3)oc2=O)cc1 | 11 | -28 | 11 | 16 | -8 | -1 | -5 | 0
CC(=O)Nc1cccc(NC(=O)c2ccc([N+](=O)[O-])cc2Cl)c1 | -11 | 1 | -2 | 25 | 5 | -15 | 4 | -9
Cc1cccc(C(=O)N2CCCC(c3nc(-c4ccc(F)cc4)no3)C2)c1 (stereo unspecified) | 15 | 2 | 4 | 5 | -3 | -3 | 6 | -6
CCC(c1nnc(SCC(=O)Nc2nnc(-c3ccccc3)o2)n1Cc1ccccc1)N(C)C (stereo unspecified) | 6 | -2 | 7 | 11 | 1 | -10 | -10 | -3
N#CC[n+]1cc(-c2ccc(Cl)cc2)n2c1CCC2 | -14 | 3 | -6 | 10 | -3 | 0 | -2 | -1
COCCOC(=O)c1c(C)n(C)c2ccc(OC(=O)c3c(OC)cccc3OC)cc12 | 18 | -1 | 5 | 15 | 7 | -9 | 8 | 27
COCC(=O)N1CCC(Oc2ccc(C(=O)N3CCSCC3)cc2)CC1 | 5 | 1 | -5 | 0 | 5 | 10 | 2 | -1
Cc1ccc(NC(=O)c2c(C)noc2-c2snnc2C)cc1 | 6 | -1 | 4 | 18 | 7 | -16 | 5 | 0
O=C(CC1Sc2ccccc2NC1=O)Nc1cccnc1 (stereo unspecified) | -4 | 2 | 3 | 4 | 5 | 11 | -3 | -6
COc1ccccc1CCC(=O)N1CCC(n2nccc2NC(=O)CC(C)C)CC1 | -15 | 0 | -4 | 2 | 4 | -6 | 4 | -11
COc1ccc(Cc2nnc(NCCO)[nH]c2=O)cc1OC | 1 | 1 | 6 | 23 | 2 | 15 | 0 | -5
CCCOc1nc2c(c(=O)n(C)c(=O)n2C)n1Cc1cccc2ccccc12 | 13 | 1 | 5 | 11 | 0 | 11 | 14 | -3
Cc1ccc(NC(=O)COC(=O)CNC(=O)c2ccc(Br)cc2)c(C)c1 | 4 | 2 | 8 | 1 | -3 | -2 | 0 | 0
Cc1cccc(NC(=S)NC(C)CCc2ccccc2)c1 (stereo unspecified) | 13 | 2 | -7 | 5 | -14 | -15 | -9 | -9
CCCN(CCC)CCCNC(=S)Nc1ccc2nc3n(c(=O)c2c1)CCCCC3 | 6 | 2 | 3 | -13 | -5 | 0 | -16 | -8
CCCCCOc1ccc(C2C(C(=O)c3ccc(C)o3)=C(O)C(=O)N2c2cc(C)on2)cc1 (stereo unspecified) | 11 | -21 | 7 | -22 | 4 | 16 | -14 | -6
COc1ccc(N2CCN(c3ccc([N+](=O)[O-])nc3)CC2)cc1 | -6 | -1 | 11 | 15 | 0 | -3 | -7 | -3
Cc1ccc(NNC(=S)Nc2ccc(C(C)C)cc2)c(C)c1 | 5 | -7 | 6 | 6 | 0 | 6 | -7 | -7
Cc1noc(NC(=O)c2cccc(C(F)(F)F)c2)c1Cl | 13 | 1 | -5 | 11 | -15 | -2 | -4 | -9
CC(C)COC(=O)N1CCCC1C(=O)Nc1nccs1 (stereo unspecified) | 10 | 1 | -8 | -2 | 0 | 2 | -2 | 22
CCC(=O)Nc1c(C)nn(C(=O)CC)c1C | -2 | 1 | -2 | -6 | 5 | 12 | -3 | 5
COC(=O)N=Nc1c(O)[nH]c2ccc(Br)cc12 | -19 | 3 | 1 | 37 | -1 | -4 | -10 | -2
Cc1ccc2cc(S(=O)(=O)NCCC(=O)O)ccc2c1 | -11 | -1 | 3 | 1 | 4 | -11 | 4 | -5
CC(C)CC(=O)Nc1nnc(S(=O)(=O)N2CCc3ccccc32)s1 | 9 | -1 | -3 | 13 | 4 | -8 | -8 | -5
c1ccc(CN=C2NN=C(c3cc4ccccc4o3)CS2)cc1 | -6 | -6 | 0 | -34 | -3 | 3 | -6 | -6
Cc1ccc(C2=NN3C(C(=O)c4ccccc4)Oc4ccccc4C3C2)cc1 (stereo unspecified) | 12 | -34 | 4 | 18 | 5 | -6 | 1 | -3
COC(=O)C1=C(C)NC(=O)/C1=C\c1ccco1 | -9 | 4 | -10 | 32 | -1 | -7 | -18 | -10
CCN(C(=O)Cc1c(C(=O)O)n(CC)c2ccccc12)c1cccc(C(F)(F)F)c1 | 5 | 3 | -4 | 4 | -6 | -40 | -7 | -5
COC(=O)c1ccc(CN2C(=O)NC3(CCC(C)CC3)C2=O)o1 (stereo unspecified) | -15 | 2 | 4 | 22 | 3 | 8 | 0 | -1
COc1ccc(NC(=O)CNc2ccccc2N2CCCC2=O)cc1S(=O)(=O)N1CCOCC1 | -7 | 0 | -11 | 11 | -3 | -5 | -23 | -7
COc1ccc(-c2nc(-c3ccccc3)nc(N3CCN(C)CC3)c2C#N)cc1 | 41* | 3 | 2 | 17 | -4 | -6 | 18 | -5
COc1ccc(C2=Nn3c(nnc3-c3ccco3)SC2)cc1OC | 5 | -1 | -10 | 14 | -16 | -7 | -17 | -6
CNC(=S)NNC(=O)c1sccc1C | -3 | 0 | -7 | 10 | -19 | -11 | -7 | -3
CC(=O)Nc1ccc(S(=O)(=O)N2CCC(NC(C)=O)(c3cccc(F)c3)CC2)cc1 | 4 | 0 | 6 | 25 | 8 | -14 | 5 | 4
COc1cccc(NC(=O)N2CCN(C(=O)C(Cc3ccc(OC)c(OC)c3)NC(C)=O)CC2)c1 (stereo unspecified) | -20 | 1 | 6 | 17 | 3 | -10 | 18 | -5
CCCCCN(C(=O)CCC(=O)OCC(=O)NCc1ccc(OC)cc1)c1c(N)n(CCCC)c(=O)[nH]c1=O | 4 | 2 | 5 | 5 | 7 | -2 | 2 | -2
CCc1nc(N)c(C#N)c(-c2ccncc2)c1C | 5 | -1 | -6 | -225 | -17 | -16 | -9 | -2
N#CCC(=O)Nc1ccc(C(=O)OCC(=O)c2ccc3c(c2)OCO3)cc1 | 2 | -8 | -8 | 13 | -12 | -4 | -3 | 1
COc1ccc(NC(=O)c2ccc(NC(=O)c3nc4nc(C)cc(C)n4n3)cc2)cc1 | 4 | 1 | -15 | 0 | -13 | -20 | -5 | -2
CCn1cc(C(=O)O)c(=O)c2cnc(N3CCN(C(=S)NC(=O)c4ccc(Cl)cc4)CC3)nc21 | -17 | · | -5 | · | 8 | 0 | -3 | -6
COc1ccc(CNC(=O)C2(CC3CC(c4ccccc4)=NO3)CCN(C(=O)c3cccc(O)c3)CC2)cc1 (stereo unspecified) | 12 | 3 | 3 | 26 | -2 | 0 | 32 | -9
Cc1cccc(-n2c(-c3ccoc3C)n[nH]c2=S)c1 | -14 | -1 | 9 | 4 | 4 | 14 | 3 | 40
Cc1ccc(C)c(-n2nnnc2SCC(=O)NCCC2=CCCCC2)c1 | 12 | 0 | -1 | 20 | 0 | 3 | -2 | -1
O=C(CSc1nc2cc(Cl)ccc2s1)NC1CCCc2ccccc21 (stereo unspecified) | 16 | -12 | -8 | -8 | -2 | -2 | 11 | -5
COc1cccc(/C(C)=N/NC(=O)c2ccc(N(C)C)cc2)c1 | 7 | 1 | 45 | -67 | 55* | 69* | -6 | 0
O=C(COC(=O)c1ccc(Cl)nc1)Nc1c(Cl)cccc1C(F)(F)F | 2 | 2 | -7 | 1 | -4 | -10 | -9 | -6
